SENP1 FRET inh = SENP1 (human) catalytic domain inhibition. inhibition, % at 10 µM. hit rate 0.21% among 360,000. recombinant SENP1 catalytic domain, CyPet-SUMO1-YPet FRET cleavage. AID 624204;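 active = inhibition at least 30% at 10 µM, raw YFP signal under a set limit, fluorescence ratio 0.5 to 1.5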;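 also: 0% = enzyme with DMSO and 100% = no enzyme wells; some results filed as inactive read as strong as hits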
Target sequence (Q9P0U3 419-644 limits assumed): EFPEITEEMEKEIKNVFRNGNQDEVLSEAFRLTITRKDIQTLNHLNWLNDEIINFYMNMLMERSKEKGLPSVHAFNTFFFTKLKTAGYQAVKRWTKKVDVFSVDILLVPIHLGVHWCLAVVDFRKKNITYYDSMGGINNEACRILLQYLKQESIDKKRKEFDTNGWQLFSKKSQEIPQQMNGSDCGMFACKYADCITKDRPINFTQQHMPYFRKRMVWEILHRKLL
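system = hSENP1 catalytic domain, recombinant | reagent = SFCypet-SUMO1-SFYpet substrate at 25 nM | doses = one dose per compound, 10 µM, 0.5% DMSO | incubation = enzyme reaction for 50 min at room temperature, dark | measured by = FRET, CFP and YFP emission | controls = no-enzyme low, enzyme-DMSO high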
SENP8 block = inhibitors of human SENP8 protease. AID 602440. hit rate 0.64% among 360,000. inhibition, % at 20 µM. recombinant SENP8, Nedd8 substrate fluorescence; in the data active = inhibition mostly above about 40%, no sharp cut-off; inactive = mostly below about 27%
Target sequence (Q96LD8 whole entry, looked up): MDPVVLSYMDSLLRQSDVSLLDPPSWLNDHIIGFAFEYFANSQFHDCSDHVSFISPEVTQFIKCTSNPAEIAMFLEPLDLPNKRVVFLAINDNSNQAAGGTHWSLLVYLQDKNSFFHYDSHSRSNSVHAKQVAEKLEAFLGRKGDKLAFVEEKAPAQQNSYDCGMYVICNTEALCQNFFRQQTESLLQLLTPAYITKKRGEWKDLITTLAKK
PfG6PD inh = PfG6PD (Plasmodium falciparum) enzyme inhibition | PfGluPho enzyme, NADPH resazurin-diaphorase fluorescence | AID 504690 | inhibition, % at 20 µM | hit rate 0.78% among 350,000;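 active = inhibition reaching at least a set limit at 20 µM in the primary screen, cut at about 59% in these data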;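 also: 0% = DMSO wells with substrate and 100% = DMSO wells lacking glucose-6-phosphate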
* marks the source's active call; other numbers are inactive results; nt = no result given.

Preview:
Fields – SENP1 FRET inh, SENP8 block, PfG6PD inh
- CSCCC(c1nnnn1C1CCCCC1)N1CCC2(CC1)C(=O)NCN2c1ccccc1 (stereo not drawn)
→ -1, 24, nt
- O=c1[nH]c2ccccc2n1C1CCN(Cc2ccc(-c3nc4ccccc4nc3-c3ccccc3)cc2)CC1
→ -1, -374, nt

All compounds of this part, previewed entries included:
Fields – SENP1 FRET inh, SENP8 block, PfG6PD inh
- CSCCC(c1nnnn1C1CCCCC1)N1CCC2(CC1)C(=O)NCN2c1ccccc1 (stereo not drawn)
→ -1, 24, nt
- O=c1[nH]c2ccccc2n1C1CCN(Cc2ccc(-c3nc4ccccc4nc3-c3ccccc3)cc2)CC1
→ -1, -374, nt
- O=c1[nH]c2ccccc2n1C1CCN(C(c2nnnn2-c2ccc3c(c2)OCCO3)C2CC2)CC1 (stereo not drawn)
→ 0, 11, nt
- Cc1cccc(C)c1-n1nnnc1C(c1cccc2ccccc12)N1CCC2(CC1)C(=O)NCN2c1ccccc1 (stereo not drawn)
→ 0, 24, nt
- COc1ccc(CN2Cc3cc(-c4ccccc4)ccc3-n3nncc3C2)cc1
→ 2, 18, nt
- CCNC(=O)N1Cc2ccccc2-n2nncc2C1
→ 3, -2, -15
- CC(=O)C1CCC2C3CCC4CC(O)CCC4(C)C3CCC12C#N (stereo not drawn)
→ 0, 12, -10
- O=S(=O)(c1ccccc1)N1Cc2ccccc2-n2nncc2C1
→ 0, -3, -5
- O=[N+]([O-])c1ccc(N2CCOCC2)c2c1no[n+]2[O-]
→ 10, 17, 18
- O=C(NCC1=C(c2ccc3ccccc3c2)C[C@@H]2CC[C@H]1N2Cc1ccco1)c1cccs1
→ 2, -41, 2
- COC(=O)C1=C(c2ccc(OCc3ccccc3)cc2)C[C@@H]2CC[C@H]1N2C(=O)NCc1ccc(C(C)(C)C)cc1
→ 1, -22, 12
- COc1ccc(CCNC2(C#N)CCCCC2)cc1OC
→ 0, 6, -12
- CS(=O)(=O)c1ccc(C2=C(CNC(=O)c3nccs3)[C@H]3CC[C@@H](C2)N3Cc2ccccc2)cc1
→ -1, 16, 5
- O=C(NCC1=C(c2cccc3ccccc23)C[C@@H]2CC[C@H]1N2Cc1ccco1)c1cccs1
→ -1, 11, 20
- c1ccc(-c2ccc(CN3Cc4ccccc4-n4nncc4C3)cc2)cc1
→ 0, -1, -9

Just SENP1 FRET inh and SENP8 block, for seven of the compounds above:
SMILES	SENP1 FRET inh	SENP8 block
O=S(=O)(c1ccccc1)N1Cc2ccccc2-n2nncc2C1	0	-3
CCNC(=O)N1Cc2ccccc2-n2nncc2C1	3	-2
O=c1[nH]c2ccccc2n1C1CCN(Cc2ccc(-c3nc4ccccc4nc3-c3ccccc3)cc2)CC1	-1	-374
CS(=O)(=O)c1ccc(C2=C(CNC(=O)c3nccs3)[C@H]3CC[C@@H](C2)N3Cc2ccccc2)cc1	-1	16
O=c1[nH]c2ccccc2n1C1CCN(C(c2nnnn2-c2ccc3c(c2)OCCO3)C2CC2)CC1 (stereo not drawn)	0	11
O=C(NCC1=C(c2cccc3ccccc23)C[C@@H]2CC[C@H]1N2Cc1ccco1)c1cccs1	-1	11
Cc1cccc(C)c1-n1nnnc1C(c1cccc2ccccc12)N1CCC2(CC1)C(=O)NCN2c1ccccc1 (stereo not drawn)	0	24

Continuation:
Fields – SENP1 FRET inh, SENP8 block, PfG6PD inh
- C[C@H](CO)N1C[C@H](C)[C@H](CN(C)C(=O)Oc2ccccc2)OCc2cnnn2CCCC1=O
→ -2, -23, 15
- O=C1NC(=O)C(C2CCOC2=O)N1 (stereo not drawn)
→ 2, 22, -5
- C[C@@H]1CN([C@H](C)CO)C(=O)CCCn2nncc2CO[C@@H]1CN(C)C(=O)Oc1ccc2ccccc2c1
→ 2, 8, 0
- COC(=O)C1=C(c2ccc(OCc3ccccc3)cc2)C[C@@H]2CC[C@H]1N2C(=O)NCc1ccccc1C(F)(F)F
→ 2, 1, 5
- COC(=O)C1=C(c2ccc(OCc3ccccc3)cc2)C[C@@H]2CC[C@H]1N2C(=O)NCc1ccc(OC)cc1
→ 1, 13, 14
- Cc1cc(C(=O)OC(C)C(=O)Nc2ccccc2)c(C)n1C1CC1 (stereo not drawn)
→ -2, 5, 21
- COC(=O)C1=C(c2ccc(OCc3ccccc3)cc2)C[C@@H]2CC[C@H]1N2C(=O)NCc1ccccc1OC
→ 1, 20, 9
- NC1CC2CCCCC2CC1(O)c1ccccc1 (stereo not drawn)
→ 1, 12, 13
- COC(=O)c1cn(Cc2ccc(F)cc2)c2ccccc12
→ -1, 2, 7
- COc1ccc(NC(=S)N2Cc3ccccc3-n3nncc3C2)c(OC)c1
→ 1, 7, 3
- Cc1nn(CC(C)C)c(Cl)c1C(=O)NC1CCCC1
→ 2, 14, 9
- NC(Cc1ccccc1Cl)c1nn[nH]n1 (stereo not drawn)
→ -1, 9, -1
- COC(=O)C1=C(c2ccc(OCc3ccccc3)cc2)C[C@@H]2CC[C@H]1N2C(=O)NCc1ccc2c(c1)OCO2
→ 1, -22, 11
- Cc1ncoc1C(=O)NCC1=C(c2ccc(S(C)(=O)=O)cc2)C[C@@H]2CC[C@H]1N2CCOc1ccccc1
→ 2, 11, -15
- COc1ccc(OC(=O)N(C)C[C@@H]2OCc3cnnn3CCCC(=O)N([C@@H](C)CO)C[C@H]2C)cc1
→ 0, 22, 11
- C[C@@H]1CN([C@H](C)CO)C(=O)CCCn2cc(nn2)CO[C@H]1CN(C)C(=O)Oc1ccc2ccccc2c1
→ 0, 6, -10
- COC(=O)C1=C(c2ccc(OCc3ccccc3)cc2)C[C@@H]2CC[C@H]1N2C(=O)NCCc1ccc(F)cc1
→ 1, 19, 22
- CCCCOC1OCN(C2CCCCC2)CC1(C)C (stereo not drawn)
→ 0, 6, -12
- Clc1cccc(NC2=NCCS2)c1
→ 2, 20, 30
- COc1cc(C(=O)N2Cc3ccccc3-n3nncc3C2)cc(OC)c1OC
→ 3, 2, 4
- CC=CC(C)=CC(C)C(=O)CC(O)CC1CC(=O)NC(=O)C1 (stereo not drawn)
→ -2, 21, 0
- COc1ccc(OC(=O)N(C)C[C@@H]2OCc3cnnn3CCCC(=O)N([C@H](C)CO)C[C@@H]2C)cc1
→ 1, 11, 6
- Cc1ncoc1C(=O)NCC1=C(c2cccc3ccccc23)C[C@@H]2CC[C@H]1N2Cc1ccco1
→ 0, -22, 13
- O=C1CCC2(O)C3Cc4ccc(O)c5c4C2(CCN3Cc2ccoc2)C1O5 (stereo not drawn)
→ 0, -8, 15
- CC(C)N=C(NC(C)C)N1CC1
→ 1, 22, -8
- Cc1nc2ccccc2c(=O)n1-c1c(Cl)cccc1Cl
→ 3, 14, -8
- COc1ccc(C(=O)CC(c2ccc3c(c2)OCO3)c2c(O)c3ccccc3oc2=O)cc1OC (stereo not drawn)
→ -11, -37, -16
- O=C(Nc1ccc(F)cc1)N1Cc2ccccc2-n2nncc2C1
→ 1, -14, 0
- CCN1/C(=C/C=C/C2=[N+](CC)c3ccccc3C2(C)C)C(C)(C)c2ccccc21
→ 77*, 41*, -135

A few values from the entries so far.
SENP8 block with O=C(Nc1ccc(F)cc1)N1Cc2ccccc2-n2nncc2C1 is entered as -14
PfG6PD inh with CCCCOC1OCN(C2CCCCC2)CC1(C)C (stereo not drawn) is entered as -12
SENP8 block with COc1ccc(OC(=O)N(C)C[C@@H]2OCc3cnnn3CCCC(=O)N([C@H](C)CO)C[C@@H]2C)cc1 is entered as 11

These rows are one share of the data; count on the stated rates, not on these rows.
